Assay outcomes as filed in PubChem BioAssay.
Nrf2 block: inhibitors of Nrf2 signaling; AID 504444; 360,000 tested, 2.1% active; A549 ARE-Fluc reporter, luciferase luminescence, 18-24 h; Potency, µM (highest dose often 46 µM), without a hit: top-dose activity change, negative = inhibition, actives largely listed as inhibitors; further: potency means the concentration at half of the fitted maximal effect; on the % scale 0 is the no-effect control and ±100 the full control effect; nearly all actives have a fitted effect of over 60% in size
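Concentration-response testing used A549 ARE_Fluc cells at 5000 cells/well. Following an 18-24 h compound incubation, viability was read by fluorescence (Ex 405/Em 525) and luciferase output by luminescence.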
TGFb inhibitor: inhibitors of TGF-b signaling. HepG2 CAGA-GFP TGF-b/SMAD3 reporter, GFP fluorescence, 18 h; TGF-beta stimulated, 500 pg/mL final. Potency, µM (top dose mostly 46.1 µM), inactives show at the top dose activity, negative = inhibition, most hits filed as inhibitors. 410,000 tested, 1.2% active; further: potency means the concentration at half of the fitted maximal effect; on the % scale 0 is the no-effect control and ±100 the full control effect; nearly all actives have a fitted effect of over 65% in size
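Read-out: total well GFP (ex488/em500-530) summed from mean per-cell fluorescence. Cells: HEPG2 CAGA-GFP, 1% FBS DMEM, 18 h at 37 degrees C with 500 pg/mL final TGF-beta. Unstimulated wells served as the full-inhibition control; stimulated DMSO wells = 0%.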
EPAC2 ag: agonists of human EPAC2 (RAPGEF4). EPAC2 activation, biochemical qHTS; response scale: 100% = 6.5 mM cAMP response. Potency, µM (series often up to 154 µM), without a hit: at the highest dose activation, most hits filed as activators. 360,000 tested, 0.079% active. AID 720711; further: potency means the concentration at half of the fitted maximal effect; nearly all actives have a fitted effect of over 50% in size
Target sequence (Q8WZA2 whole entry, looked up): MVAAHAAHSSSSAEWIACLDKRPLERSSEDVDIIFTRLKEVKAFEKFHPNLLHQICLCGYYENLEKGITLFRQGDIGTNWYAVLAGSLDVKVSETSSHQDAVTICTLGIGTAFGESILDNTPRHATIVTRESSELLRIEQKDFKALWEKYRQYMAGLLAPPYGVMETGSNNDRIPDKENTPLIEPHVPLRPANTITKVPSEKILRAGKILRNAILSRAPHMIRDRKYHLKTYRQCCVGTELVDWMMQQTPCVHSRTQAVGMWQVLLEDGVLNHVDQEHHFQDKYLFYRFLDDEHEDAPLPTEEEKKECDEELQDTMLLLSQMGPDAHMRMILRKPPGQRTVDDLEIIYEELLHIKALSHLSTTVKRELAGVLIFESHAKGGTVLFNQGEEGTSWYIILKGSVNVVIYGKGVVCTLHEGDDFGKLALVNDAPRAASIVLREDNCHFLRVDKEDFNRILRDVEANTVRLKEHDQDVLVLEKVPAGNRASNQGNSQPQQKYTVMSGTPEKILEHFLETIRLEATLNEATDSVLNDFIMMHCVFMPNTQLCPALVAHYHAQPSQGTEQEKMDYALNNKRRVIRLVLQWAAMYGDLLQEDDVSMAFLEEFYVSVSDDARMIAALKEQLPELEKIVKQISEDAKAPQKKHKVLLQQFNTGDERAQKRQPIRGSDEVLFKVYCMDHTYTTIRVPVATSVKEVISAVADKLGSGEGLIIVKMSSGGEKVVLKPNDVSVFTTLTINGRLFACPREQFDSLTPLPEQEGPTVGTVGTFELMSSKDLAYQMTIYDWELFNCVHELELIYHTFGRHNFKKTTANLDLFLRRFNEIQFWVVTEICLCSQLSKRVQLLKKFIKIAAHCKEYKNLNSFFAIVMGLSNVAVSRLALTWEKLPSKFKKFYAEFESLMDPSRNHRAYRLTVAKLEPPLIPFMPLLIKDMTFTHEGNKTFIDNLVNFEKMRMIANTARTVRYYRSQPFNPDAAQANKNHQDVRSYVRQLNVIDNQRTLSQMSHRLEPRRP
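Fluorescence exchange assay: 100 nM EPAC2 with 250 nM RAP1B-BODIPY-GDP and 50 uM GDP; compounds tested as a concentration-titration series (qHTS). Loss of Rap1-bound BODIPY-GDP fluorescence read at 480/540 nm; data normalized to 6.5 mM cAMP.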
ATXN viability: viability counter-screen for ATXN expression inhibitors; S2 cells (HEK-293 line with an ATXN2-luciferase reporter) viability, CellTiter-Fluor protease fluorescence, 24 h; Potency, µM (series often up to 56.7 µM), usual class: cytotoxic; 400,000 tested, 0.49% active; AID 651635; further: potency means the concentration at half of the fitted maximal effect; nearly all actives have a fitted effect of over 40% in size
A549 tox: counter-screen for Nrf2 inhibitors: cytotoxicity in A549 cells. A549 ARE-Fluc cells, CellTiter-Fluor viability, 18-24 h. Potency, µM (series often up to 46 µM), for the others: at the highest dose activity change, negative = cytotoxicity, actives largely listed as inhibitors. 390,000 tested, 0.16% active; further: potency means the concentration at half of the fitted maximal effect; on the % scale 0 is the no-effect control and ±100 the full control effect
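A549 ARE-Fluc cells in 5% FBS OPTI-MEM, 5000 cells/well, rested 2 h then exposed to compounds in concentration-response for 18-24 h at 37 °C. Viability by CellTiter-Fluor fluorescence (Ex 405/Em 525) after 30 min; luciferase luminescence (BugLite, 15 min, RT) read afterwards.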
HepG2 viability: kills HepG2 cells in TGF-b inhibitor counter-screen | HepG2 CAGA-GFP viability, ATP luminescence, 18 h | Potency, µM (titrated, usually from 46.1 µM), without a hit: top-dose activity change, negative = cytotoxicity, most hits filed as cytotoxic | AID 588856 | 410,000 tested, 0.76% active; further: potency means the concentration at half of the fitted maximal effect; some results filed as inactive show a strong effect at the top dose
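CellTiter-Glo luminescence gave cytotoxicity after 18 hours at 37 degrees C. The cells were HepG2 CAGA-GFP in 1% FBS DMEM, stimulated with 500 pg/mL TGF-beta after compound addition. %Activity was normalised to no-cell wells (complete cell-killing) and DMSO (no toxicity), and curves were fitted and classified.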
IL2 activator: IL-2 activation | 360,000 tested, 0.065% active | activation, % (series mostly up to about 46 µM) | IL-2 activation reporter assay, cell-based qHTS; stimulated with anti-CD3/CD4/CD28 beads; in transgenic mouse T cells; in the data active means activation above about 50%; inconclusive means mostly about 30% to 49%; further: 0% is about no effect
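First, unstimulated transgenic mouse T cells were exposed to compound for 60 min. Next, anti-CD3/anti-CD4-coated beads with anti-CD28 were added. Finally, after 18 h at 37 degrees C, EGFP and DsRed were imaged.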
ATXN2 expr inh: ATXN2 expression inhibition. Potency, µM (titrated, usually from 57 µM), inactives show top-dose activity change, negative = inhibition, most hits filed as inhibitors. 360,000 tested, 0.72% active. AID 1745845. HEK-293 ATXN2-luciferase reporter, luminescence, 24 h; further: potency means the concentration at half of the fitted maximal effect; on the % scale 0 is the no-effect control and ±100 the full control effect; nearly all actives have a fitted effect of over 55% in size
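qHTS (up to 57 uM final) was run with 24 h compound exposure of reporter cells at 37 °C. Each well was multiplexed: SteadyGlo luminescence measured ATXN2-luciferase expression after a fluorogenic Gly-Phe-AFC viability readout (25 uM final).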
Nrf2 activator: activates Nrf2 signaling | AID 624171 | 410,000 tested, 0.31% active | Potency, µM (series often up to 46.1 µM), for the others: at the top dose activation, most hits filed as activators | AREc32 ARE-luciferase reporter (MCF7-derived line), luminescence, 24 h; further: potency means the concentration at half of the fitted maximal effect; % of control where 0% means no effect; nearly all actives have a fitted effect of over 65% in size
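For detection, Steady-Glo was added and plates sat 30 min at RT; before that, AREc32_Fluc cells grown overnight in OPTI-MEM/5% FBS had been treated with 23 nL compound for 24 hr at 37 deg C.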
An asterisk follows results filed as active; i = inactive; ? = inconclusive; nt = no result given; & = joins results of further samples; [ ] = dose if it differs, or a comment. Unless noted, the call rests on the fitted dose curve; in most records, active means well fitted curve in the direction sought with a large enough effect; inconclusive means small, poorly fitted or top-dose-only effect, or another doubt; inactive means no such curve, though single readings can be large; an effect the other way counts as inactive or inconclusive.

SMILES	Nrf2 block	TGFb inhibitor	EPAC2 ag	ATXN viability	A549 tox	HepG2 viability	IL2 activator	ATXN2 expr inh	Nrf2 activator
COc1ccccc1NC(=O)CSc1nnc(Cc2cccn2C)n1-c1ccc(F)cc1	-7%	-11%	-2%	i	-2%	-8%	-1.7	0%	0.3%
CCOc1ccc(NC(=O)C(=O)NCc2ccncc2)cc1	15%	-14%	-5%	i	3%	-27%	-0.1	6%	-0.5%
Cc1ccc(S(=O)(=O)NCC(=O)N2CCCC2C(=O)O)cc1 (stereo not given)	13%	13%	7%	i	0%	11%	0.2	1%	-0.2%
COc1ccc(-c2cc(=O)c3c(O)cc(O)cc3o2)cc1	0%	10µM*	1%	i	2%	-57%	1.1	116%[activator]	-1.2%
CC12CCC(C(=O)N3CCc4ccccc43)(CC1=O)C2(C)C (stereo not given)	12%	-1%	2%	i	-5%	-3%	-0.4	0%	0.0%
O=Cc1ccc(C(=O)OCC(=O)NCc2ccco2)cc1	11%	10%	8%	?	1%	3%	4.2	0%	-1.0%
COC(=O)c1c(NC(=O)c2nc(SC)ncc2Cl)sc2c1CCCC2	17%	13%	nt	i	1%	0%	nt	-2%	-0.5%
C=CCOc1ccc(CNc2ccc3[nH]c(=O)[nH]c3c2)cc1OCC	8%	-11%	-1%	i	5%	-15%	-1.1	-20%	4.5%
COc1cc(NC(=O)CC2NCCNC2=O)cc(OC)c1 (stereo not given)	nt	-11%	3%	i	17%	-1%	-0.6	-5%	-1.3%
O=C(COC(=O)c1cc([N+](=O)[O-])ccc1N1CCOCC1)Nc1ccc(Cl)cn1	?	?	10%	?	?	-34%	0.8	7.1µM*	2.5%
NC(=O)c1ccc(NC(=O)COC(=O)c2ccc3c(c2)OCO3)cc1	?	27%	11%	i	1%	-2%	-0.4	nt	2.5%
CCc1ccc(NC(=O)c2ccc(S(=O)(=O)NCc3cccnc3)cc2)cc1	?	-9%	2%	i	1%	-9%	0.4	0%	3.4%
CC(Nc1cccc2ccccc12)C(=O)N/N=C/c1ccc([N+](=O)[O-])cc1 (stereo not given)	-12%	?	5%	i	-9%	-25%	-4.7	-12%	0.7%
Cc1cccc2sc(N(CCCN(C)C)C(=O)c3ccco3)nc12	?	0%	5%	i	6%	0%	-0.5	?	4.5%
CCOc1ccccc1CNC(=O)C1CCN(c2nn3c(=O)cc(C)nc3s2)CC1	?	-15%	-5%	i	-2%	-27%	-1.7	-14%	-0.3%
CC(=O)c1ccc(NC(=S)NCCc2ccccn2)cc1	?	8%	-5%	i	-4%	7%	-1.2	21%	2.4%
Cn1c(CNC(=O)c2ccco2)nnc1SCC(=O)Nc1cccc(Br)c1	-13%	0%	9%	i	-3%	3%	-1.9	-8%	-0.8%
CCCCSc1nnc2c(n1)OC(c1ccc(Br)s1)N(C(C)=O)c1ccccc1-2 (stereo not given)	-10%	?	nt	?	?	-19%	nt	-13%	13%
CNC(=S)N/N=C(\C)c1ccc2c(c1)OCO2	2%	-1%	2%	nt	1%	2%	-0.6	nt	-1.0%
COc1ccc(C2=NN(C(=O)CN3CCOCC3)C(c3nc4ccccc4[nH]3)C2)cc1 (stereo not given)	-17%	-14%	7%	i	-23%	-8%	3.2	50%[activator]	2.8%
CN(C)C(=O)CSc1ncccc1-c1nc2ccccc2[nH]1	3%	-8%	-2%	i	4%	-1%	0.2	4%	2.7%
Cc1ccc(-c2nn(CC(=O)Nc3ccc4c(c3)nc3n4CCOC3)c(=O)c3ccccc23)cc1	11%	-10%	0%	i	-13%	-22%	1.4	-22%	-0.7%
COc1ccc(N(Cc2cc3cc(OC)ccc3[nH]c2=O)C(=O)C2CCCO2)cc1 (stereo not given)	nt	-25%	1%	i	-2%	10%	1.7	2%	0.4%
COc1ccc(/C=C(\NC(=O)c2ccccc2)C(=O)OCC2CCCN3CCCCC23)cc1OC (stereo not given)	-5%	0%	12%	i	1%	-10%	0.3	-18%	0.1%
O=C(O)C1Oc2ccccc2C1c1ccccc1 (stereo not given)	-4%	1%	5%	i	3%	1%	-0.2	5%	-0.6%

Further compounds.
SMILES	Nrf2 block	TGFb inhibitor	EPAC2 ag	ATXN viability	A549 tox	HepG2 viability	IL2 activator	ATXN2 expr inh	Nrf2 activator
O=C(N/N=C/c1ccc(N2CCOCC2)o1)c1ccccc1[N+](=O)[O-]	5%	0%	2%	i	-2%	-10%	0.6	15%	-0.8%
CS/C(=N\S(=O)(=O)c1cccs1)Nc1ccc(F)cc1	11%	-14%	7%	?	16%	-59%	-0.6	22%	0.2%
Cc1ccccc1CN1C(=O)c2ccccc2Sc2ccc(C(=O)O)cc21	-19%	-6%&0%	-3%	i	3%&0%	0%&-3%	0.7	-7%[11.3 µM]	0.2%&2.3%
COc1ccc(OC)c(NC(=O)Cn2c(=O)n(Cc3ccco3)c(=O)c3cc(OC)c(OC)cc32)c1	?	-1%	nt	i	-3%	1%	nt	0%	0.5%
O=C(COC(=O)c1cc(S(=O)(=O)N2CCCC2)ccc1O)Nc1ccc(SC(F)F)cc1	-30%	-25%	6%	i	-13%	-6%	2.6	0%	0.0%
CCn1nnnc1-c1ccc(OC)c(S(=O)(=O)Nc2ccc(S(N)(=O)=O)cc2)c1	-12%	-2%	4%	i	5%	1%	-0.3	-3%	-0.5%
COc1cc(/C=C/C(=O)OCC(=O)NCC(=O)Nc2cccc(C)c2C)ccc1OC(F)F	16%	19%	-3%	i	-7%	4%	-0.4	1%	-0.5%
CCCCN1CC(COCc2ccccc2)Oc2cccc(Oc3ccc(C)cc3)c2S1(=O)=O (stereo not given)	-14%	-8%	13%	i	-9%	-51%	-0.9	0%	0.6%
CC(C)(C)OC(=O)N1CCC(c2c(C(=O)NCc3cccs3)cnn2-c2ccc(F)cc2F)CC1	-20%	-15%	nt	nt	0%	-31%	nt	nt	0.3%
COc1ccccc1OCc1nc(C#N)c(N2CCC(C(N)=O)CC2)o1	-6%	-28%	0%	i	8%	-12%	-0.5	6%	-0.9%
O=C(Nc1ccc(N2CCOCC2)cc1)c1ccccc1SCC(=O)N1CCCC1	-4%	0%	7%	i	-2%	-3%	0.3	-3%	0.5%
COC(=O)c1ccc(Oc2cc(C)nc(NCc3ccccc3)n2)cc1	-11%	-2%	-14%	i	-10%	-13%	-1.2	-7%	2.2%
Cc1ccc(S(=O)(=O)c2nnn(-c3cccc(F)c3)c2N)cc1	?	-18%	-1%	i	0%	2%	0.5	11%	0.2%
Cc1cccc(C)c1NC(=S)N/N=C1\CC2CC=CC12 (stereo not given)	-3%	18%	-11%	i	9%	8%	1.4	-25%	0.2%
CC(=O)C[C@@H](O)CC(=O)[C@@H]1OC(=O)[C@@H](C)CCCCc2ccccc21	2%	7%	-1%	i	-5%	-3%	-0.7	2%	-0.3%
O=C(N/N=C/c1ccncc1)c1ccc(-n2cccc2)cc1	6%	2%	0%	i	-3%	7%	-2.0	4%	4.1%
CN(Cc1ccccc1)C(=O)c1cccc(NC(=O)Cc2ccc(NC(=O)C3CCN(C(=O)CCc4ccccc4)CC3)cc2)c1	16µM*	?	3%	?	-17%	-13%	-0.6	?	4.1%
O=C(O)C1CC=CCC1C(=O)NCc1cn2ccccc2n1 (stereo not given)	-1%	-7%	4%	i	-11%	-7%	-4.0	-1%	-1.0%
Cc1ccc(NC(=O)c2cnn(-c3ccccc3)c2NC(=O)c2ccco2)cc1C	16%	-2%	-25%	i	-12%	13µM*	-0.2	29%	3.2%
COCCCNC(=O)CC1Oc2ccccc2NC1=O (stereo not given)	-7%	-47%	4%	i	-1%	4%	-0.3	7%	0.6%
CN(/N=C/c1ccc(N(C)C)cc1)C1=NS(=O)(=O)c2ccccc21	-6%	6%	-565%[inhibitor]	i	-9%	15%	11	-9%	-0.4%
N#Cc1ccccc1Cn1c(=O)n(-c2cccc(C(F)(F)F)c2)c(=O)c2sccc21	-6%	-2%	nt	nt	-2%	5%	nt	nt	-0.7%
COc1ccccc1C(=O)NC(=O)COC(=O)c1oc2ccccc2c1C	10%	-2%	-1%	i	-1%	-9%	1.8	-2%	-0.4%
CC(=O)c1c(C)[nH]c(C(=O)COC(=O)c2ccc(C)s2)c1C	-8%	-7%	2%	i	-3%	1%	-0.6	10%	-0.1%
CC(=O)Nc1ccc(NC(=O)c2ccc3c(c2)CCN3S(C)(=O)=O)cc1	-8%	23%	13%	i	-6%	4%	-0.1	7%	1.6%
CC(C(=O)N1CCN(Cc2ccc3c(c2)OCO3)CC1)n1cc([N+](=O)[O-])cn1 (stereo not given)	-6%	?	4%	i	-1%	7%	-1.1	6%	0.1%
COc1ccc(OC)c(-c2cc(C(=O)N/N=C/c3cc(OC)c(OC)cc3OC)c3ccccc3n2)c1	?	6%	5%	i	4%	20%	-0.9	5%	0.2%
O=C(O)c1ccc2c(c1)c1c3n2CCNC3CCC1 (stereo not given)	0%	6%	21%	i	-5%	26%	-2.3	17%	-0.5%

As a working copy, some entries already given.
SMILES	Nrf2 block	TGFb inhibitor	EPAC2 ag	ATXN viability	A549 tox	HepG2 viability	IL2 activator	ATXN2 expr inh	Nrf2 activator
O=C(N/N=C/c1ccc(N2CCOCC2)o1)c1ccccc1[N+](=O)[O-]	5%	0%	2%	i	-2%	-10%	0.6	15%	-0.8%
CS/C(=N\S(=O)(=O)c1cccs1)Nc1ccc(F)cc1	11%	-14%	7%	?	16%	-59%	-0.6	22%	0.2%
Cc1ccccc1CN1C(=O)c2ccccc2Sc2ccc(C(=O)O)cc21	-19%	-6%&0%	-3%	i	3%&0%	0%&-3%	0.7	-7%[11.3 µM]	0.2%&2.3%

No enrichment for hits (roughly 4.3% active in at least one column).
